TDP2 inh: TDP2 (human) inhibition, absorbance primary screen; 370,000 compounds, 0.34% hits; O95551; inhibition, % at 12.8 µM; recombinant TDP2, T5PNP hydrolysis, p-nitrophenol absorbance 415 nm;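 active = inhibition above the mean of all tested compounds plus 3 SD, set per campaign, cut at about 25% in these data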;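 also: 0% = DMSO with enzyme and 100% = buffer with substrate but no TDP2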
Target sequence (O95551 whole entry, looked up): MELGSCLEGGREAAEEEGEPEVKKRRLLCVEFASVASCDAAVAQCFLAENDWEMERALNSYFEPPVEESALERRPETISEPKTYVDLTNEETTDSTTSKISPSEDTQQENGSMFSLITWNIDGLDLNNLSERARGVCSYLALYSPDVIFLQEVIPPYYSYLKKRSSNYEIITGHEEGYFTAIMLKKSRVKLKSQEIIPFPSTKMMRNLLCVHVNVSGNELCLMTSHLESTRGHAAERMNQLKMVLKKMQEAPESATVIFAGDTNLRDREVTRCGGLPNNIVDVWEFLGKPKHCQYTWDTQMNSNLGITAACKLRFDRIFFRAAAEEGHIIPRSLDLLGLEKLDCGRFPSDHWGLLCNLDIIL
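test system = human TDP2 enzyme | input = TDP2 enzyme at 120 nM final | medium = 50 mM Tris-HCl pH 7.5 with Mg2+, KCl, DTT, BSA | also added = T5PNP substrate, 5 mM | times = 2 h at 37 °C | technique = epi absorbance | benchmarks = high control without enzyme, low control DMSO plus TDP2 | replication = each compound tested once, singlicate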
UHRF1 MBD2 ctr: human UHRF1 methylated DNA binding inhibitors | Q96T88 | UHRF1 binding to methylated oligo, TR-FRET | inhibition, % at 4.4 µM | 370,000 compounds, 0.75% hits | AID 687016; in the data active = inhibition above about 21%;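 also: UHRF1 SRA domain binding a hemimethylated CpG hairpin DNA probe; 0% = median of test compound wells and 100% = reference inhibitor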
KLK7 zymogen act: activators of human kallikrein-7 zymogen | purified proKLK7, EDANS-DABCYL substrate fluorescence; 100% is mature enzyme control, 0% vehicle | activation, % at 7 µM | P49862 | 370,000 compounds, 0.9% hits | AID 652039;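 active = activation above the mean of all tested compounds plus 3 SD, computed per campaign excluding outliers beyond control limits, cut at about 13% in these data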
Target sequence (P49862 whole entry, looked up): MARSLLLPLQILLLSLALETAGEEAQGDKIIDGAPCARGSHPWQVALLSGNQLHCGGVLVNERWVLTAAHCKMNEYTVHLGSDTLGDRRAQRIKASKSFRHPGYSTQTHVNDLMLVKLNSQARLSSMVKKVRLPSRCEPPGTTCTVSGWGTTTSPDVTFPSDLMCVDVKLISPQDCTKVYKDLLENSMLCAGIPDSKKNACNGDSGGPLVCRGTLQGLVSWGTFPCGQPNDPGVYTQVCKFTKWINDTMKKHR
Tn6 DDE FP: disrupts Tn6 cyclic peptide binding to fibrin D-Dimer-E complex; inhibition, % at 8.3 µM; AID 720509; Fibrin DD(E) TRITC-Tn6 fluorescence polarization displacement; 370,000 compounds, 0.21% hits; P02675;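 active = inhibition above a per-campaign cutoff: mean of compounds within control limits plus 3 SD, cut at about 15% in these data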;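 also: 0% = median of all compound wells on the plate and 100% = blocking peptide control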
PRMT1 FP inh: blocks human protein arginine methyltransferase 1 | recombinant PRMT1, activity-based probe fluorescence polarization | 370,000 compounds, 1.3% hits | inhibition, % at 2.79 µM;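 active = inhibition above about 21% made by adding two undisclosed values, limit read from the data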
LEDGF integ inh: blocks HIV-1 LEDGF/p75-dependent DNA integration; TR-FRET IN-LEDGF/p75 DNA integration, Eu/Cy5; 370,000 compounds, 0.64% hits; AID 743269; inhibition, % at 3.7 µM;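 active = inhibition above the screen-wide mean plus 3 SD, cut at about 13% in these data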;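 also: signal is the Cy5 over europium emission ratio at 671 and 618 nm; 0% = plate median of compound wells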
SIAE primary: blocks human sialic acid acetylesterase. SIAE FP-Rh probe binding, fluorescence polarization. 370,000 compounds, 0.69% hits. inhibition, % at 9.66 µM. Q9HAT2;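 active = inhibition above a cutoff: mean of compounds within the control limits plus 3 SD of those, cut at about 17% in these data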;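 also: 0% = plate median of compound wells and 100% = probe without SIAE protein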
TCR-CD3 inh: inhibitors of human TCR-CD3 interaction; inhibition, % at 9.4 µM; 360,000 compounds, 0.37% hits; AID 651800; TAMRA-labeled TCR probe fluorescence, biochemical; in the data active = inhibition above about 19%;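 also: recombinant mutant TCR 2C K166C tagged with TAMRA read by polarization; 0% = receptor in buffer alone and 100% = receptor with positive control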
DDE Tn7 FP inh: disrupts Tn7 cyclic peptide binding to fibrin D-Dimer-E complex; P02675; FP displacement of FITC-Tn7 peptide from fibrin DD(E); 0% = median of compound wells per plate; inhibition, % at 8.3 µM; 370,000 compounds, 0.13% hits; AID 720508;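 active = inhibition above the mean of compounds falling within the control limits plus 3 SD of them, cut at about 14% in these data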;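 also: 0% = plate median of compound wells and 100% = 10 µM Aha-Tn7 peptide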
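assay system = human clot-derived fibrin DD(E) complex | quantity = Fibrin-DD(E) at 2 µM final | timing = 10 min preincubation, 3 h with tracer, room temperature | signal = fluorescence polarization | measure = percent inhibition | benchmarks = high control wells with 10 µM unlabelled Aha-Tn7 peptide (full inhibition) | replicates = singlicate testing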
MBD2 inh: MBD2-methylated oligo binding inhibition; Q9UBB5; TR-FRET, MBD2 binding to methylated oligonucleotide; inhibition, % at 4.4 µM; 370,000 compounds, 0.31% hits; AID 686964; in the data active = inhibition above about 13%
* hit, by the source's call.

Every second line gives: Tn6 DDE FP	PRMT1 FP inh	LEDGF integ inh	TDP2 inh	DDE Tn7 FP inh	TCR-CD3 inh	UHRF1 MBD2 ctr	MBD2 inh	KLK7 zymogen act	SIAE primary
C=CCC[C@@H](Cc1ccc(F)cc1)C(=O)OC[C@@H](Cc1ccccc1)NC(=O)[C@@H](CC=C)CC(=O)N[C@@H](CO)Cc1ccccc1
  4.9	0.8	-2.8	6.4	0.7	1.2	-0.3	0.2	-0.4	-4.6
CCOC(=O)CC(NC(C)=O)c1ccc([N+](=O)[O-])cc1 (stereo unspecified)
  7.6	1.5	-0.6	-1.2	3.7	7.0	1.4	-2.0	-0.2	-3.8
C1CCc2nnc(C3CC3)n2CC1
  8.8	-3.1	1.8	12.6	8.0	-0.7	-1.2	2.4	-0.7	2.3
O=C(COC(=O)COc1ccccc1)Nc1cccc([N+](=O)[O-])c1
  -11.1	-3.8	8.2	-11.0	-0.2	-8.9	3.4	-2.3	0.3	-4.2
O=C(NCC1CCCO1)C(C(=O)c1ccc(F)cc1)n1ccccc1=O (stereo unspecified)
  -5.2	2.0	-1.1	0.7	10.1	-6.1	-1.8	-3.5	-0.4	-0.9
COC(=O)c1ccccc1C(=O)c1ccc2c(c1)NC(=O)CO2
  -8.0	2.3	-5.1	10.3	-6.2	-10.6	2.5	1.2	0.2	5.0
CC(CN1CCOCC1)OC(=O)c1cccc(Cl)c1 (stereo unspecified)
  2.5	1.8	0.4	11.6	-5.7	4.3	-1.5	-2.0	-0.1	-1.8
c1ccc(Cc2nc3ccccc3n2Cc2ccccc2)cc1
  1.8	-4.6	0.3	4.1	3.4	5.5	0.3	-1.3	-0.1	-5.9
Cc1cc(C)cc(CN2C(=O)NC3(CCCCCC3)C2=O)c1
  -2.1	-1.5	1.9	19.9	-2.3	5.4	-1.8	3.9	-0.1	-0.5
CC(=O)NNC(=O)c1csc(Cc2c(Cl)sc3ccc(Cl)cc23)n1
  -4.5	3.2	0.4	-16.9	4.6	-0.5	4.2	2.1	-0.8	-7.9
c1ccc2c(c1)ncn2Cc1nnc2sc(-c3ccc4c(c3)OCO4)nn12
  4.5	0.4	-1.1	8.9	-5.2	-1.3	-9.2	-4.0	2.0	2.4
CCOc1ccc(N(CC(=O)Nc2ccc(C)cc2)S(C)(=O)=O)cc1
  -1.9	0.0	-6.2	-2.2	2.3	0.5	1.6	3.7	-0.2	-9.3
O=S(=O)(NCC(Nc1ccc(Cl)cc1)c1ccccc1)c1ccc(Cl)cc1 (stereo unspecified)
  -2.0	4.8	-4.5	-14.3	1.5	-2.9	2.6	-2.6	0.3	18.9*
COc1ccccc1S(=O)(=O)N1CCNC(=O)C1
  1.9	-1.5	-1.2	-0.5	-3.3	0.9	-0.9	0.8	0.7	0.6
CCC1CCC/C1=N\NC(=O)c1ccc(Cl)cc1 (stereo unspecified)
  -2.2	-4.1	0.7	-9.2	-7.5	-1.9	-3.0	1.7	0.3	-3.2
COC(=O)[C@@H](Cc1ccccc1)NC(=O)NCCc1c[nH]c2ccccc12
  2.1	3.3	-5.5	2.9	5.5	0.4	3.0	1.3	-0.3	-2.5
CCCNC(=O)CN1C(=O)NC2(CCCc3cc(OC)ccc32)C1=O (stereo unspecified)
  5.3	0.9	-0.8	8.6	-1.2	8.0	-1.0	0.7	0.2	-3.1
COc1ccc(C(=O)Nc2ccc(NC(=O)C3CCCCC3)nc2)cc1
  -0.5	-0.6	-1.2	-3.6	4.4	6.1	-1.6	-2.5	-0.2	0.6
Cc1ccc(S(=O)(=O)N2CCN(C(=O)CSc3nnnn3C)CC2)c(C)c1
  4.0	3.0	-6.2	-13.3	1.8	-0.4	-0.3	-3.4	-0.2	-7.9
CC1CCN(C(=O)c2[nH]cnc2C(=O)N2CCN(C(=O)OC(C)(C)C)CC2)CC1
  3.1	1.9	-1.6	4.2	2.8	4.7	-1.9	-4.4	0.4	-0.3
Cc1nc2nc[nH]n2c(=O)c1C/C=C/c1ccccc1
  -6.8	0.0	1.2	-2.6	-2.8	5.5	-0.5	0.7	0.4	-0.1
COC(=O)C1=C(C)N(Cc2ccc(C(F)(F)F)cc2)C(=NCc2ccccc2)NC1c1ccccc1 (stereo unspecified)
  2.4	-2.7	-1.2	-2.0	0.6	-3.2	3.7	-2.5	0.7	-11.8
CC(CCc1ccc(O)cc1)NC1C2CC3CC(C2)CC1C3 (stereo unspecified)
  -1.5	1.0	-2.9	-2.9	-2.3	-2.6	1.2	1.8	0.0	-3.5
COc1ccc(NC(=S)NCCCN2CCN(C3CCCCC3)CC2)cc1
  1.1	-3.4	-5.2	-5.2	4.4	7.2	-1.0	0.8	-0.3	11.7

12 neighbouring records from above:
Every second line gives: Tn6 DDE FP	PRMT1 FP inh	LEDGF integ inh	TDP2 inh	DDE Tn7 FP inh	TCR-CD3 inh	UHRF1 MBD2 ctr	MBD2 inh	KLK7 zymogen act	SIAE primary
CCOc1ccc(N(CC(=O)Nc2ccc(C)cc2)S(C)(=O)=O)cc1
  -1.9	0.0	-6.2	-2.2	2.3	0.5	1.6	3.7	-0.2	-9.3
O=S(=O)(NCC(Nc1ccc(Cl)cc1)c1ccccc1)c1ccc(Cl)cc1 (stereo unspecified)
  -2.0	4.8	-4.5	-14.3	1.5	-2.9	2.6	-2.6	0.3	18.9*
COc1ccccc1S(=O)(=O)N1CCNC(=O)C1
  1.9	-1.5	-1.2	-0.5	-3.3	0.9	-0.9	0.8	0.7	0.6
CCC1CCC/C1=N\NC(=O)c1ccc(Cl)cc1 (stereo unspecified)
  -2.2	-4.1	0.7	-9.2	-7.5	-1.9	-3.0	1.7	0.3	-3.2
COC(=O)[C@@H](Cc1ccccc1)NC(=O)NCCc1c[nH]c2ccccc12
  2.1	3.3	-5.5	2.9	5.5	0.4	3.0	1.3	-0.3	-2.5
CCCNC(=O)CN1C(=O)NC2(CCCc3cc(OC)ccc32)C1=O (stereo unspecified)
  5.3	0.9	-0.8	8.6	-1.2	8.0	-1.0	0.7	0.2	-3.1
COc1ccc(C(=O)Nc2ccc(NC(=O)C3CCCCC3)nc2)cc1
  -0.5	-0.6	-1.2	-3.6	4.4	6.1	-1.6	-2.5	-0.2	0.6
Cc1ccc(S(=O)(=O)N2CCN(C(=O)CSc3nnnn3C)CC2)c(C)c1
  4.0	3.0	-6.2	-13.3	1.8	-0.4	-0.3	-3.4	-0.2	-7.9
CC1CCN(C(=O)c2[nH]cnc2C(=O)N2CCN(C(=O)OC(C)(C)C)CC2)CC1
  3.1	1.9	-1.6	4.2	2.8	4.7	-1.9	-4.4	0.4	-0.3
Cc1nc2nc[nH]n2c(=O)c1C/C=C/c1ccccc1
  -6.8	0.0	1.2	-2.6	-2.8	5.5	-0.5	0.7	0.4	-0.1
COC(=O)C1=C(C)N(Cc2ccc(C(F)(F)F)cc2)C(=NCc2ccccc2)NC1c1ccccc1 (stereo unspecified)
  2.4	-2.7	-1.2	-2.0	0.6	-3.2	3.7	-2.5	0.7	-11.8
CC(CCc1ccc(O)cc1)NC1C2CC3CC(C2)CC1C3 (stereo unspecified)
  -1.5	1.0	-2.9	-2.9	-2.3	-2.6	1.2	1.8	0.0	-3.5

Bioassay records as filed in PubChem.
